Compound activity deposited in PubChem BioAssay by National Center for Advancing Translational Sciences (NCATS).
HCMV inh = blocks human cytomegalovirus replication; HFF cells, HCMV-luciferase reporter, 72 h; hits give low values; 4.5% of 410,000 active; activity change, negative = inhibition, % at 57.5 µM; in the data active means activity change below about -60%; inconclusive means no clear call, values can overlap the other calls; inactive means above about -39%
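Luciferase read-out from HCMV-luciferase-infected HFFs (MOI 1 PFU/cell) 72 h post infection at 37C; compounds added after 16 h cell attachment; activity normalized between buffer-only basal and Salinomycin (10uM) inhibitor controls.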
AmpC inh no detg = blocks E. coli AmpC beta-lactamase in detergent-free assay; P00811; AmpC nitrocefin hydrolysis, absorbance 480 nm, 0.0001% Triton; Potency, µM (titrated, usually from 57.1 µM), for inactives: at the top dose activity change, negative = inhibition, usual class: inhibitors; 0.52% of 330,000 active; AID 485341;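 further: potency means the concentration at half of the fitted maximal effect; plate controls were no compound for no effect and no enzyme for full effect; nearly all actives have a fitted effect of over 20% in size; some results filed as inactive show a strong effect at the top dose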
Target sequence (P00811 whole entry, looked up): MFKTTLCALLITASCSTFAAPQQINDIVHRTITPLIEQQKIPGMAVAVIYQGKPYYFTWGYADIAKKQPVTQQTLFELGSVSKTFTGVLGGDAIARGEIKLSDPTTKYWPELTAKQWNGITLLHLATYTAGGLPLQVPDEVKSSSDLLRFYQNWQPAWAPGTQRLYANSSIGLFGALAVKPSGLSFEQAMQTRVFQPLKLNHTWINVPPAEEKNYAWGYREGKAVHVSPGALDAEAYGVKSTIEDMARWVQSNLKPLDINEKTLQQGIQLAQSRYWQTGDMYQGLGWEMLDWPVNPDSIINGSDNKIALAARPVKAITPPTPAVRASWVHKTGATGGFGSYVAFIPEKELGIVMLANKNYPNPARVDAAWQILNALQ
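20 mM phosphate pH 7.0 + 0.01% (detergent screen) or 0.0001% Triton X-100; 5.3 nM AmpC reagent; cpd preinc 15 min RT; nitrocefin (800 uM stock) to start; A480 q20 s × 4 min; Activity was normalised to no-enzyme and no-compound control wells.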
Tb PYK inh = blocks Trypanosoma brucei pyruvate kinase | Potency, µM (top dose mostly 76.8 µM), inactives show top-dose activity, negative = inhibition, most hits filed as inhibitors | 0.12% of 410,000 active | TbPYK enzyme, Kinase-Glo Plus ATP luminescence, 45 min | AID 624173 | Q57TT1; further: potency means the concentration at half of the fitted maximal effect; nearly all actives have a fitted effect of over 50% in size
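Luminescence from Kinase-Glo Plus, added after a 45-minute room-temperature reaction, served as the end-point read-out. The enzyme and substrate were preincubated with compound before ADP (130 uM final) initiated turnover. Concentration-effect curves came from normalized qHTS data.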
AmpC detergent = AmpC beta-lactamase inhibition with detergent present. P00811. AmpC hydrolysis of nitrocefin, absorbance 480 nm, 0.01% Triton. Potency, µM (doses to about 114 µM), for inactives: at the top dose activity change, negative = inhibition, hits mostly inhibitors. 0.041% of 370,000 active;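 further: potency means the concentration at half of the fitted maximal effect; 0% = no-compound wells and -100% = no-enzyme wells; nearly all actives have a fitted effect of over 25% in size; some results filed as inactive show a strong effect at the top dose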
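AmpC (5.3 nM in the dispensed reagent) in 20 mM phosphate pH 7.0 with 0.01% (detergent screen) or 0.0001% Triton X-100 was preincubated with compounds for 15 min at room temperature. Nitrocefin was then added from an 800 uM solution, and hydrolysis was followed at 480 nm.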
Sm TGR inh = inhibitors of Schistosoma mansoni thioredoxin glutathione reductase; Potency, µM (titrated, usually from 114 µM), without a hit: top-dose activity change, negative = inhibition, actives largely listed as inhibitors; 3% of 360,000 active; Q962Y6; purified TGR, DTNB reduction, TNB absorbance 405 nm; further: potency means the concentration at half of the fitted maximal effect; nearly all actives have a fitted effect of over 60% in size
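TGR 20 nM + NADPH 100 uM (dispensed conc.), cpd preinc 15 min RT; start with NADPH (500 uM addition) then DTNB (15 mM addition). Kinetic TNB absorbance, 405 nm filter. Four-parameter Hill fit across titration.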
AMA1 RON2 block = disrupts binding of P. falciparum AMA1 to RON2. AlphaScreen AMA1-biotinylated RON2 peptide binding. Potency, µM (top dose mostly 58.2 µM), inactives show top-dose activity change, negative = inhibition, actives largely listed as inhibitors. 0.2% of 360,000 active;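 further: potency means the concentration at half of the fitted maximal effect; 0% = vehicle wells and -100% = peptide control; nearly all actives have a fitted effect of over 45% in size; some results filed as inactive show a strong effect at the top dose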
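AMA1 (3D7) with his tag at 25 nM final met compounds first, then biotinylated RON2 peptide at 25 nM; detection used donor plus acceptor beads, 10 µg/mL apiece, read by AlphaScreen after 30 min at room temperature.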
LmPK inh = blocks Leishmania mexicana pyruvate kinase activity. Q27686. purified LmPK, Kinase-Glo ATP luminescence, 1 h. Potency, µM (highest dose often 57.5 µM), inactives show at the highest dose activity change, negative = inhibition, hits mostly inhibitors. 0.37% of 290,000 active. AID 1721; further: potency means the concentration at half of the fitted maximal effect
Target sequence (Q27686 whole entry, looked up): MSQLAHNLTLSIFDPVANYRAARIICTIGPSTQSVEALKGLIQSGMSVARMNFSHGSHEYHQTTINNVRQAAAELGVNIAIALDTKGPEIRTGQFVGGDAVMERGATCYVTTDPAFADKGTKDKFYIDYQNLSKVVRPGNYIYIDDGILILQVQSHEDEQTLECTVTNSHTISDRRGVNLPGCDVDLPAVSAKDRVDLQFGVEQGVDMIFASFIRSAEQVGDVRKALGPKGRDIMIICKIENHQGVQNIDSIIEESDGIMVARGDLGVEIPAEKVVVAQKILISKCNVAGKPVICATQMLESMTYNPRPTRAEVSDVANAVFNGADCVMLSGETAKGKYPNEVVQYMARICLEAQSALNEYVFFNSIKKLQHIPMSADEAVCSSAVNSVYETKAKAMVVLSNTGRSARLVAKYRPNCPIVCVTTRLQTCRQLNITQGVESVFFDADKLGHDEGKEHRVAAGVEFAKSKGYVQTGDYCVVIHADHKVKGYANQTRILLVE
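Pyruvate kinase activity monitored as ATP production (luciferase luminescence). Conditions: 0.1 nM enzyme, 0.5 mM PEP, 0.1 mM ADP, 1 h, RT; normalized against uninhibited and no-enzyme wells.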
An asterisk follows results filed as active; ? = inconclusive; / = no result given; [ ] = remark or other dose. Unless noted, the call rests on the fitted dose curve; in most records, active means well fitted curve in the direction sought with a large enough effect; inconclusive means small, poorly fitted or top-dose-only effect, or another doubt; inactive means no such curve, though single readings can be large; an effect the other way counts as inactive or inconclusive. Unless noted, on the % scale 0 is the no-effect control and ±100 the full control effect.

SMILES	HCMV inh	AmpC inh no detg	Tb PYK inh	AmpC detergent	Sm TGR inh	AMA1 RON2 block	LmPK inh
CCCn1cc(S(=O)(=O)c2ccc(OC)cc2)c(=O)c2cc(OCC)ccc21	-28	-13%	1%	-9%	1%	-10%	9%
OC1NC(=S)N(c2ccccc2)C1O (stereo not given)	18	5%	-3%	-7%	-13%	0%	5%
Cc1ccc(-n2c(SCC(=O)NCC3CCCO3)nnc2-c2ccoc2C)cc1 (stereo not given)	-34	47%	-4%	?	-17%	22%	6%
CCCCN(C(=O)c1nn(C)c(=O)c2ccccc12)c1c(N)n(CC(C)C)c(=O)[nH]c1=O	0	-12%	-2%	-19%	-9%	-17%	/
O=C(c1ccccc1Cl)N1CCNCC1	21	-11%	-13%	-10%	-23%	4%	-3%
O=C(CN(Cc1ccccc1)S(=O)(=O)c1ccc(S(=O)(=O)N2CCOCC2)cc1)Nc1ccccc1	?	-2%	-9%	?	-1%	-14%	0%
CCN(CC)C(=O)COc1cc(C)cc2oc(=O)cc(-c3ccccc3)c12	-10	86%[activator]	2%	-1%	9%	-1%	6%
Nc1nonc1-c1nc2ccccc2n1CC(=O)N/N=C/c1ccc(-c2ccccc2C(=O)O)o1	-28	-39%	3%	4%	40µM*	6%	7%
CC(C)=CCn1c2ccc(NC(=O)Nc3ccc(N(C)C)cc3)cc2c(=O)n1C	?	/	1%	/	/	?	/
Cc1cc(C)c(C(=O)NNC(=O)c2cccnc2)c(C)c1	7	-5%	-4%	?	-1%	60%[activator]	1%
O=C(NCCc1ccccc1)NC1CCCCC1	102	-16%	-6%	-13%	-10%	7%	-3%
Cc1cc(C)cc(NC(=O)CSc2nc(N)c(NC(=O)c3cccs3)c(=O)[nH]2)c1	7	-36%	-1%	-11%	-12%	-19%	1%
COc1cccc(NC(=O)COC(=O)/C=C/c2c(C)nn(-c3ccccc3)c2C)c1	14	-4%	6%	?	5%	-6%	/
O=C(COC(=O)Cc1ccc(Cl)c(Cl)c1)NCCc1ccccc1	-3	/	-8%	/	/	5%	/
Cc1cc2cc(CN(Cc3ccco3)C(=O)C3CCCCC3)c(=O)[nH]c2cc1C	-10	-5%	0%	-3%	-11%	-4%	4%
COCCn1c(SCC(=O)/C=C2\N(C)c3ccccc3C2(C)C)nnc1-c1ccncc1	-75*	126%[activator]	0%	-4%	-12%	0%	4%
CCc1nnc(NC(=O)CSc2nnc(-c3ccco3)n2CCOC)s1	?	-7%	-5%	-6%	/	9%	2%
Cc1cccc(-c2noc(CN(C(=O)COc3ccc(C(C)C)cc3)C(C)C)n2)c1	-8	/	-3%	10%	?	/	/
COc1ccc(Oc2cccc(Cl)c2CNC(=O)CSCC(=O)O)cc1	-7	-16%	2%	-1%	9%	-1%	5%
Cc1csc(=O)n1CC(=O)OCc1nnc(-c2ccccc2)o1	-14	-12%	0%	-1%	-22%	5%	/
C=CCC1(CC=C)CCCN1C(=O)C1CCC(=O)N(CCc2ccccc2)C1 (stereo not given)	110	159%[activator]	-5%	1%	3%	-4%	-6%
CCOc1ccc(S(=O)(=O)Nc2ccc(S(=O)(=O)N3CCCCC3)cc2)cc1	22	-50%	/	-13%	16%	-5%	-1%
O=C(NCC1COc2ccccc2O1)c1cccc(S(=O)(=O)N2CCN(c3ccccc3)CC2)c1 (stereo not given)	-76*	-17%	3%	-17%	-6%	-17%	/
Cc1ccccc1NC(=O)Cc1c(O)c2ccccc2[nH]c1=O	11	-27%	0%	-3%	-4%	-16%	0%
Cc1cn(C)c(CC(=O)N2CCN(c3cccc(Cl)c3)CC2)c1C(=O)O	-1	/	0%	6%	-3%	/	/
Later entries
SMILES	HCMV inh	AmpC inh no detg	Tb PYK inh	AmpC detergent	Sm TGR inh	AMA1 RON2 block	LmPK inh
CCOC(=O)c1cccc(NC(=O)CCc2nnc3ccc(N4CCOCC4)nn23)c1	-29	32%	3%	-1%	2%	3%	-3%
CC1CCN(CCc2nc3cc(NC(=O)C(C)C)ccc3n2C)CC1	-3	-11%	-7%	-7%	-1%	4%	-3%
CCOC(=O)N1CCN(C(=O)C[C@@H]2C[C@@]3(C(=O)OCC)CCCC=C3N(Cc3ccc4c(c3)OCO4)C2=O)CC1	-21	/	-2%	/	/	-6%	/
CC(C)[C@H](NC(=O)[C@@H]1CSC2c3ccccc3C(=O)N21)C(=O)NCC1CCCO1 (stereo not given in full)	58	34%	-1%	0%	6%	-1%	0%
COc1ccc(-n2cnnc2SCCC#N)cc1	3	1%	2%	7%	0%	-4%	2%
CCc1cnc2c(c1SCC(=O)Nc1ccc(OC)c(OC)c1)c(=O)n(C)c(=O)n2C	-11	/	1%	2%	3%	/	/
COc1ccc(S(=O)(=O)Nc2ccc3c(c2)n(C)c(=O)n3C)cc1F	-6	-20%	1%	-5%	-7%	-4%	-1%
CCn1nnc2cc(C(=O)Nc3ccc(Cl)cc3C)ccc21	5	/	1%	1%	-5%	/	/
O=C(Cn1nc(C(F)(F)F)c2c1CCCC2)Nc1ccc(F)c(Cl)c1	-32	/	-1%	8%	0%	/	/
Fc1ccc2c(c1)C(c1ccncc1)=NNC(c1cccnc1)=N2	30	8%	/	1%	9%	3%	4%
Cc1cc(C)c(NC(=O)Cn2c(=O)n(CCC(C)C)c(=O)c3cccnc32)c(C)c1	8	/	-5%	0%	-5%	/	/
COC(=O)c1sccc1NC(=O)c1c(Cl)cccc1Cl	-26	-25%	-13%	-12%	-1%	13%	6%
CCOC(=O)Nc1cccnc1Sc1ccc(Cl)cc1	-10	/	0%	/	/	-4%	/
CCc1nnc(NC(=O)CSc2nccn2Cc2ccc(C)cc2)s1	-14	/	0%	1%	-1%	/	/
CSCCC(NC(=O)c1ccccc1Cl)C(=O)NCCOc1ccccc1 (stereo not given)	-18	-2%	3%	-2%	-11%	-14%	/
S=C(NCc1ccc(Cl)cc1Cl)Nc1ccccc1	7	-26%	-4%	-2%	-15%	10%	2%
CN(c1ccccc1)S(=O)(=O)c1cccc(NC(=O)c2cc(=O)c3ccccc3o2)c1	-66*	-42%	0%	9%	-1%	-21%	4%
CCC(=O)N1c2ccc(S(=O)(=O)N3CCN(c4cc(C)ccc4C)CC3)cc2CC1C (stereo not given)	-19	40%	-6%	1%	-13%	-14%	3%
CCc1ccc(N(C(=O)Cc2cccs2)C(C(=O)NC2CCCCC2)c2cn(C)nc2C)cc1 (stereo not given)	-14	63%[activator]	/	-14%	0%	3%	6%
CCOC(=O)CCC(=O)O[C@H]1[C@H](O[C@@H]2[C@@H](C)[C@H](O[C@H]3C[C@@](C)(OC)[C@@H](O)[C@H](C)O3)[C@@H](C)C(=O)O[C@H](CC)[C@@](C)(O)[C@H](O)[C@@H](C)C(=O)[C@H](C)C[C@@]2(C)O)O[C@H](C)C[C@@H]1N(C)C	11	106%[activator]	1%	?	-14%	13%	5%
Cc1ccc(CN2CC(N3CCN(C4CCN(C)CC4)CC3)CS2(=O)=O)cc1 (stereo not given)	-19	/	5%	/	/	11%	/
COC(=O)[C@H](CCSC)NC(=O)N1CCN(Cc2ccccc2)CC1	14	-2%	-4%	-10%	-26%	6%	0%
CNC(=O)C(=O)Nc1ccc2c(c1)N(S(=O)(=O)c1cccs1)CCC2	-17	-31%	1%	-17%	1%	0%	/
COc1ccc(CCNC(=O)c2ccc3c(c2)N(Cc2ccc(F)cc2)CCS3)c(OC)c1	-38	-19%	9%	2%	-3%	0%	2%
Cc1nn(C)c(C)c1S(=O)(=O)NC1CCCC1	-16	-13%	-8%	-11%	4%	-2%	-5%
(continued)
SMILES	HCMV inh	AmpC inh no detg	Tb PYK inh	AmpC detergent	Sm TGR inh	AMA1 RON2 block	LmPK inh
CSc1ccccc1NC(=O)CN(C)C(=O)c1ccc2c(c1)OCCO2	1	0%	-7%	2%	0%	3%	-6%
CCOc1ccc(-c2nnc(SCC(=O)Nc3cccc(Cl)c3C)o2)cc1	-20	/	-2%	-6%	0%	/	/
CC(=O)c1cccc(Oc2cc(NN3CCCCC3)c([N+](=O)[O-])cc2[N+](=O)[O-])c1	-37	-21%	-1%	-14%	5%	-27%	0%
Clc1cc(Cl)cc(C2=NCCC(c3ccccc3)O2)c1 (stereo not given)	/	-11%	/	-15%	0%	/	5%
COCCNC(=O)C(NC(=O)C1CCCCC1)C(C)C (stereo not given)	4	-11%	-1%	?	0%	2%	-4%
Cc1ccc(NC(=O)COC(=O)CNC(=O)c2ccc3ccccc3c2)c([N+](=O)[O-])c1	53	-39%	-1%	-11%	-5%	?	0%
O=C(O)c1ccc(NS(=O)(=O)c2cc(Cl)ccc2Cl)cc1	6	-12%	-10%	2%	2%	7%	1%
CS(=O)(=O)c1ccc(Nc2nc(C(N)COCc3ccccc3)cs2)cc1 (stereo not given)	-8	/	4%	/	/	0%	/
Cc1ccc(-c2nnc(-c3ccc4ccccc4c3)o2)cc1	184	/	1%	/	/	-1%	/
Cc1ccc(-c2ncccc2OC(=O)C23CC4CC(CC(C4)C2)C3)cc1	-26	-16%	-3%	?	3%	-10%	-4%
Cc1ccc(-n2c(=O)c(C#N)cc3c(=O)n4ccccc4nc32)cc1C	?	-23%	-9%	?	-19%	-1%	-2%
Cc1cccc2c1CC(C)(C)N/C2=C\C(N)=O	-32	-16%	-14%	-10%	-4%	4%	-3%
CCOC(=O)N1CCN(C(=O)c2cn(C)c3ccc(S(=O)(=O)N(C)C4CCCCC4)cc3c2=O)CC1	0	55%	0%	1%	2%	0%	1%
COc1c(OC(C)=O)c(=O)n2c3ccccc3c3ccnc1c32	-6	-5%	-4%	-9%	-6%	1%	/
COc1ccc(CNC(=O)CC23CC4CC(CC(C4)C2)C3)cc1OC	-11	29%	1%	-2%	11%	-4%	0%

Retrieved by structure from the entries so far, 5 records:
SMILES	HCMV inh	AmpC inh no detg	Tb PYK inh	AmpC detergent	Sm TGR inh	AMA1 RON2 block	LmPK inh
CCOC(=O)N1CCN(C(=O)c2cn(C)c3ccc(S(=O)(=O)N(C)C4CCCCC4)cc3c2=O)CC1	0	55%	0%	1%	2%	0%	1%
Cc1ccc(-c2nnc(-c3ccc4ccccc4c3)o2)cc1	184	/	1%	/	/	-1%	/
COCCNC(=O)C(NC(=O)C1CCCCC1)C(C)C (stereo not given)	4	-11%	-1%	?	0%	2%	-4%
Cc1ccc(-n2c(=O)c(C#N)cc3c(=O)n4ccccc4nc32)cc1C	?	-23%	-9%	?	-19%	-1%	-2%
CS(=O)(=O)c1ccc(Nc2nc(C(N)COCc3ccccc3)cs2)cc1 (stereo not given)	-8	/	4%	/	/	0%	/
